Anthrax LF inh2 – blocks Bacillus anthracis lethal factor protease; P15917; multiplex microsphere protease cleavage assay, LF; inhibition, % at 10 µM; 360,000 tested, 0.12% active; AID 588501; further: plate controls were buffer without enzyme for full effect and enzyme alone for no effect
PrPC surface inh – reduces human prion protein on the cell surface; P04156; cell surface PrPC, TR-FRET read-out; inhibition, % at 13.8 µM; 370,000 tested, 0.43% active; in the data active means inhibition above about 24%; further: 0% = median of the test wells and 100% = reference compound wells
TcdB inh – blocks C. difficile toxin B glycohydrolase activity. P18177. 350,000 tested, 0.24% active. TcdB glycohydrolase enzymatic assay, plate reader. inhibition, % at 9.99 µM; in the data active means inhibition above about 10%
Y pestis TopoI – Y. pestis Topo-I inhibition via cleavage products | 360,000 tested, 0.064% active | Y. pestis Topo-I cleavage product accumulation, plate reader | activity, % at 10 µM; in the data active means activity above about 50%, passing the limit was not always enough; inconclusive means no clear call, values can overlap the other calls; further: inactives centre near 2
FadD28 binding – inhibitors of Mycobacterium tuberculosis FadD28 bisubstrate binding; FadD28 bisubstrate probe binding, fluorescence polarization; inhibition, % at 12.5 µM; 360,000 tested, 0.22% active; AID 588549; in the data active means inhibition above about 8.5%, passing the limit was not always enough; inconclusive means no clear call, values can overlap the other calls
BoNT-A LC inh2 – blocks Botulinum neurotoxin A light chain protease; multiplex microsphere protease substrate cleavage, flow cytometry; inhibition, % at 10 µM; 360,000 tested, 0.17% active; AID 588499; further: plate controls were buffer without enzyme for full effect and enzyme alone for no effect
BoNT F protease – inhibitors of Botulinum neurotoxin F light chain protease. inhibition, % at 10 µM. Multiplex microsphere protease cleavage assay, flow cytometry. 360,000 tested, 0.22% active; in the data active means inhibition above about 35%, passing the limit was not always enough; inconclusive means no clear call, values can overlap the other calls; further: plate controls were buffer without enzyme for full effect and enzyme alone for no effect
PfHsp40 rescue – rescue of PfHsp40-mediated yeast toxicity; S. cerevisiae expressing PfHsp40, growth rescue, ATP luminescence; growth rescue, % at 12.5 µM; 340,000 tested, 0.68% active; in the data active means growth rescue above about 28%, passing the limit was not always enough; inconclusive means no clear call, values can overlap the other calls;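 further: yeast W303a lacking pdr1 and pdr3 grown in galactose medium; growth measured after three days at 30 °C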
CCHF vOTU inh – blocks the CCHF virus ovarian tumor domain protease | CCHFV vOTU protease, Pep-AMC fluorescence | inhibition, % at 11.5 µM | 370,000 tested, 0.55% active; in the data active means inhibition above about 30%; further: 0% = vehicle wells with enzyme and 100% = no enzyme wells
* marks the source's active call; other numbers are inactive results. Unless noted, no stated cut-off is given here; in the data, active means inhibition above about 30%; inconclusive means no clear call, values can overlap the other calls; inactive means below that.

How did CC1(C)C(=O)Nc2ccccc2N1C(=O)c1ccc([N+](=O)[O-])cc1 do in these assays?
Anthrax LF inh2: -6.9; PrPC surface inh: -12.8; TcdB inh: 0.3; Y pestis TopoI: -3.7; FadD28 binding: -0.5; BoNT-A LC inh2: 1.4; BoNT F protease: 25.4; PfHsp40 rescue: 1.4; CCHF vOTU inh: -0.5

Results for Cc1cccc(N(Cc2ccccc2)C(=O)c2ccc(CS(C)(=O)=O)cc2)c1 ?
Anthrax LF inh2: 0.7; PrPC surface inh: -2.2; TcdB inh: 0.8; Y pestis TopoI: 16.8; FadD28 binding: -6.0; BoNT-A LC inh2: 0.9; BoNT F protease: 10.5; PfHsp40 rescue: -0.3; CCHF vOTU inh: 0.3

What do the screens show for `O=C(c1cc(F)c(F)cc1Cl)N1CCCCC1`?
Anthrax LF inh2: -2.4; PrPC surface inh: 1.3; Y pestis TopoI: 5.1; FadD28 binding: -1.7; BoNT-A LC inh2: 0.2; BoNT F protease: 6.0; PfHsp40 rescue: -1.9; CCHF vOTU inh: 2.8

What do the screens show for `O=c1[nH]c(CN2CCN(CCO)CC2)nc2ccccc12`?
Anthrax LF inh2: -0.7; PrPC surface inh: -1.6; Y pestis TopoI: -0.7; FadD28 binding: -5.0; BoNT-A LC inh2: 0.0; BoNT F protease: 4.1; PfHsp40 rescue: -0.9; CCHF vOTU inh: 7.0

How did CCOC(=O)C1C2C=CC3(CN(Cc4cccs4)C(=O)C13)O2 (stereo not given) do in these assays?
Anthrax LF inh2: 3.5; PrPC surface inh: -1.3; Y pestis TopoI: -1.4; FadD28 binding: 2.4; BoNT-A LC inh2: 0.6; BoNT F protease: 5.3; PfHsp40 rescue: 0.9; CCHF vOTU inh: 20.2

What do the screens show for `O=C(O)c1ccc(NC(=S)NC(=O)c2cccnc2)cc1`?
Anthrax LF inh2: 4.0; PrPC surface inh: -5.7; TcdB inh: 2.5; Y pestis TopoI: -1.7; FadD28 binding: -3.1; BoNT-A LC inh2: -1.2; BoNT F protease: 4.0; PfHsp40 rescue: 0.9; CCHF vOTU inh: -16.7

How did COc1ccc(-c2cc3ccccc3n2CC(O)CNCCO)cc1 (stereo not given) do in these assays?
Anthrax LF inh2: -7.2; PrPC surface inh: -6.1; Y pestis TopoI: -13.0; FadD28 binding: -0.6; BoNT-A LC inh2: 0.0; BoNT F protease: -6.6; PfHsp40 rescue: -0.3; CCHF vOTU inh: -8.4

How did COC(CN(C)C(C(=O)NC1CCCCC1)c1ccccc1)OC (stereo not given) do in these assays?
Anthrax LF inh2: 0.4; PrPC surface inh: 0.1; TcdB inh: 0.6; Y pestis TopoI: -6.5; FadD28 binding: -5.5; BoNT-A LC inh2: 0.5; BoNT F protease: 3.3; PfHsp40 rescue: -0.6; CCHF vOTU inh: 12.3

How did CC(C)c1cccc(C(C)C)c1OC(=O)[C@H]1OC(c2ccc(Br)cc2)=C[C@@H]1c1ccc(Br)cc1 do in these assays?
Anthrax LF inh2: -0.2; PrPC surface inh: 1.3; TcdB inh: -0.9; Y pestis TopoI: -1.5; FadD28 binding: -1.1; BoNT-A LC inh2: -1.3; BoNT F protease: -30.0; PfHsp40 rescue: 0.8; CCHF vOTU inh: 6.4

How did COC(=O)c1[nH]c2ccc(C)cc2c1NC(=O)C(C)N1CCN(C2CCCCC2)CC1 (stereo not given) do in these assays?
Anthrax LF inh2: -1.0; PrPC surface inh: 1.1; Y pestis TopoI: 2.0; FadD28 binding: 1.0; BoNT-A LC inh2: -0.3; BoNT F protease: -7.7; PfHsp40 rescue: -1.4; CCHF vOTU inh: -6.2

How did O=C1c2ccccc2C(c2nnnn2-c2ccc3c(c2)OCCO3)N1CCOc1ccccc1 (stereo not given) do in these assays?
Anthrax LF inh2: -4.9; PrPC surface inh: -3.1; TcdB inh: 1.0; BoNT-A LC inh2: -1.1; BoNT F protease: -8.6; CCHF vOTU inh: 26.1

Results for Cc1cccc2c1NC(=O)C2(O)N1CCCC(C)C1 (stereo not given) ?
Anthrax LF inh2: -1.4; PrPC surface inh: -5.6; TcdB inh: 0.7; Y pestis TopoI: 0.5; FadD28 binding: -0.2; BoNT-A LC inh2: 2.0; BoNT F protease: inconclusive; PfHsp40 rescue: 2.0; CCHF vOTU inh: -13.7

How did COc1cccc(OC)c1OCCN1CCC(C(=O)NC(c2ccc3c(c2)OCO3)c2ccccn2)CC1 (stereo not given) do in these assays?
Anthrax LF inh2: -0.8; PrPC surface inh: -2.3; TcdB inh: 0.0; Y pestis TopoI: 0.2; FadD28 binding: -4.2; BoNT-A LC inh2: -1.6; BoNT F protease: -7.7; CCHF vOTU inh: -10.3

What do the screens show for `CSC1=NCCN1C(=O)c1ccc(S(=O)(=O)N(C)C)cc1`?
Anthrax LF inh2: -7.8; PrPC surface inh: -1.1; TcdB inh: 1.4; Y pestis TopoI: 3.8; FadD28 binding: -2.3; BoNT-A LC inh2: -0.4; BoNT F protease: -0.1; PfHsp40 rescue: -1.7; CCHF vOTU inh: -5.5

Results for OCCC1CN(Cc2ccc(C(F)(F)F)cc2)CCN1Cc1ccccc1 (stereo not given) ?
Anthrax LF inh2: -2.6; PrPC surface inh: 2.3; TcdB inh: -0.7; Y pestis TopoI: 15.7; FadD28 binding: -2.0; BoNT-A LC inh2: 0.2; BoNT F protease: -1.2; PfHsp40 rescue: -1.3; CCHF vOTU inh: 8.1

How did CCn1ncc(C2=NOC(C(=O)Nc3c(C)n(C)n(-c4ccccc4)c3=O)C2)c1C (stereo not given) do in these assays?
Anthrax LF inh2: -0.5; PrPC surface inh: -1.4; TcdB inh: 1.8; Y pestis TopoI: 2.4; FadD28 binding: 0.0; BoNT-A LC inh2: -0.8; BoNT F protease: 6.0; PfHsp40 rescue: -1.8; CCHF vOTU inh: -4.4

What do the screens show for `O=C(NNC(=O)c1ccc(Oc2cc(Cl)cc(Cl)c2)o1)c1ccccc1`?
Anthrax LF inh2: -4.5; PrPC surface inh: -22.5; TcdB inh: 1.7; Y pestis TopoI: 9.1; FadD28 binding: -0.2; BoNT-A LC inh2: inconclusive; BoNT F protease: inconclusive; PfHsp40 rescue: -0.5; CCHF vOTU inh: -2.2

Results for CCOc1ccccc1CN1CCCC(C(=O)c2cc(F)ccc2F)C1 (stereo not given) ?
Anthrax LF inh2: -23.7; PrPC surface inh: -3.8; TcdB inh: 0.0; Y pestis TopoI: 15.3; FadD28 binding: 0.0; BoNT-A LC inh2: -3.7; BoNT F protease: 9.6; PfHsp40 rescue: 1.3; CCHF vOTU inh: -5.9

How did CCCC(=O)Nc1cc(Cl)ccc1N1CCN(C(=O)CC)CC1 do in these assays?
Anthrax LF inh2: -5.7; PrPC surface inh: -6.5; TcdB inh: 1.8; Y pestis TopoI: -6.0; FadD28 binding: -4.2; BoNT-A LC inh2: -0.2; BoNT F protease: 4.5; PfHsp40 rescue: -1.2; CCHF vOTU inh: -13.4

Results for O=C(CCCN1C(=O)c2ccccc2C1=O)NC1=NCCS1 ?
Anthrax LF inh2: 1.3; PrPC surface inh: 1.0; Y pestis TopoI: -9.0; FadD28 binding: -4.4; BoNT-A LC inh2: 1.1; BoNT F protease: -5.5; PfHsp40 rescue: -0.8; CCHF vOTU inh: -4.3

Results for CCN(CC(=O)Nc1c(F)cccc1F)C(=O)CCc1c[nH]c2ccccc12 ?
Anthrax LF inh2: -11.5; PrPC surface inh: 4.9; TcdB inh: 3.1; Y pestis TopoI: 3.6; FadD28 binding: 0.0; BoNT-A LC inh2: -1.5; BoNT F protease: -2.2; PfHsp40 rescue: -1.2; CCHF vOTU inh: 3.6

Results for CC(=O)c1cccc(NC(=O)Nc2ccc3c(c2)N(C)C(=O)CS3)c1 ?
Anthrax LF inh2: -9.1; PrPC surface inh: 0.6; Y pestis TopoI: -8.5; FadD28 binding: -1.4; BoNT-A LC inh2: -0.6; BoNT F protease: -12.3; PfHsp40 rescue: -0.6; CCHF vOTU inh: -6.0

How did C=CC(=C)CC(NC)c1ccccc1 (stereo not given) do in these assays?
Anthrax LF inh2: -4.9; TcdB inh: 0.1; Y pestis TopoI: -3.7; FadD28 binding: -1.3; BoNT-A LC inh2: 0.7; BoNT F protease: -25.2; PfHsp40 rescue: 0.0

Results for CC(/C=C1\SC(=O)N(CC(=O)Nc2cccc(O)c2)C1=O)=C\c1ccccc1 ?
Anthrax LF inh2: -7.3; PrPC surface inh: -5.7; Y pestis TopoI: 3.7; FadD28 binding: 4.3; BoNT-A LC inh2: -1.2; BoNT F protease: -22.5; PfHsp40 rescue: 1.9; CCHF vOTU inh: 17.2

How did O=C(Nc1cccc(C(=O)O)c1)/C(=C\C=C\c1ccccc1)NC(=O)c1ccccc1 do in these assays?
Anthrax LF inh2: 2.8; PrPC surface inh: -15.7; TcdB inh: -0.6; Y pestis TopoI: 4.4; FadD28 binding: -1.9; BoNT-A LC inh2: -0.5; BoNT F protease: -0.8; PfHsp40 rescue: -0.1; CCHF vOTU inh: 12.8

What do the screens show for `Cc1nc2ccccn2c1C(=O)/C=C/c1ccc(F)cc1`?
Anthrax LF inh2: -5.0; PrPC surface inh: -3.8; Y pestis TopoI: 5.1; FadD28 binding: -0.8; BoNT-A LC inh2: 0.1; BoNT F protease: -12.0; PfHsp40 rescue: -0.1; CCHF vOTU inh: 4.2

Results for COc1ccc(C(=O)NCc2ccccc2)cc1S(=O)(=O)N1CCCc2ccccc21 ?
Anthrax LF inh2: -2.2; PrPC surface inh: -14.2; TcdB inh: 1.9; Y pestis TopoI: -2.7; FadD28 binding: 0.1; BoNT-A LC inh2: -0.4; BoNT F protease: 20.0; PfHsp40 rescue: 1.1; CCHF vOTU inh: 13.5

How did O=C(O)c1nn(-c2ccccc2C(F)(F)F)cc1O do in these assays?
Anthrax LF inh2: -1.5; PrPC surface inh: 9.2; TcdB inh: 0.2; Y pestis TopoI: 6.7; FadD28 binding: -9.4; BoNT-A LC inh2: -0.5; BoNT F protease: 0.7; PfHsp40 rescue: 14.7; CCHF vOTU inh: 10.8

How did O=C(COC(=O)c1cc([N+](=O)[O-])ccc1NCc1ccccc1Cl)NCC(F)(F)F do in these assays?
Anthrax LF inh2: -2.5; PrPC surface inh: -5.4; Y pestis TopoI: 2.9; FadD28 binding: -3.4; BoNT-A LC inh2: -0.2; BoNT F protease: 6.8; PfHsp40 rescue: 0.4; CCHF vOTU inh: -3.0

What do the screens show for `Cc1cccc(C)c1NC(=O)C(C)Sc1nnc(C)n1CC1CCCO1` (stereo not given)?
Anthrax LF inh2: 4.2; PrPC surface inh: 3.7; TcdB inh: 0.5; Y pestis TopoI: -2.7; FadD28 binding: -2.7; BoNT-A LC inh2: -1.8; BoNT F protease: 3.6; PfHsp40 rescue: -0.3; CCHF vOTU inh: -0.4

Results for CCOC(=O)c1ccc(NC(=O)N2CCN(S(C)(=O)=O)CC2)cc1 ?
Anthrax LF inh2: -5.9; PrPC surface inh: 8.7; Y pestis TopoI: 2.8; FadD28 binding: -2.1; BoNT-A LC inh2: -3.4; BoNT F protease: -5.9; PfHsp40 rescue: 0.0; CCHF vOTU inh: 8.8

How did CC(C)Sc1ncnc2[nH]ncc12 do in these assays?
Anthrax LF inh2: -3.0; PrPC surface inh: 2.3; TcdB inh: 0.0; Y pestis TopoI: -21.5; FadD28 binding: -7.9; BoNT-A LC inh2: -0.2; BoNT F protease: 6.0; PfHsp40 rescue: -0.2; CCHF vOTU inh: -18.0

How did C=C(C)CSc1nc2ncc(Cl)cc2[nH]1 do in these assays?
Anthrax LF inh2: -5.9; PrPC surface inh: -1.4; Y pestis TopoI: 4.3; FadD28 binding: 1.1; BoNT-A LC inh2: -2.2; BoNT F protease: 1.1; PfHsp40 rescue: -0.6; CCHF vOTU inh: -1.7

How did Cc1ccccc1CCN(CC(=O)NC1CCCCC1)C(=O)c1csnn1 do in these assays?
Anthrax LF inh2: -0.5; PrPC surface inh: -4.2; TcdB inh: 0.8; Y pestis TopoI: -0.1; FadD28 binding: -2.2; BoNT-A LC inh2: -0.5; BoNT F protease: -0.3; PfHsp40 rescue: 0.5; CCHF vOTU inh: -5.8

Compound activity (PubChem)

This is a random part of the collection. Share with any hit: about 2.3%.
